SENP8 block: SENP8 protease inhibitors, primary screen, biochemical, luminescence | actives 1.2% (n = 330,000) | purified SENP8, Z-RLRGG-aminoluciferin cleavage | inhibition, % at 10 µM | Sentrin-specific protease 8 (Homo sapiens), Q96LD8 | AID 2540, 2010
SENP7 block: SENP7 protease inhibitors, primary screen, biochemical, luminescence, uHTS; actives 1.5% (n = 330,000); Sentrin-specific protease 7 (Homo sapiens), Q9BQF6; AID 434973, 2010; recombinant SENP7, Z-RLRGG-aminoluciferin luminescence, 40 min; inhibition, % at 5 µM;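 active = inhibition above about 50% at the single test dose, limit read from the data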;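 also: plate controls were DMSO with enzyme for no effect and no enzyme buffer wells for full effect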
HKDC1 inhibitor: HKDC1 hexokinase inhibitors, primary screen, biochemical, fluorescence, uHTS. Q2TB90. recombinant HKDC1, G6PDH/diaphorase resazurin coupled fluorescence. inhibition, % at 20 µM. actives 0.16% (n = 340,000). AID 493160, 2011;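 active = inhibition above about 35% when tested at 20 µM, limit read from the data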;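 also: plate controls were DMSO wells with enzyme for no effect and DMSO wells lacking enzyme for full effect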
Target sequence (Q2TB90 whole entry, looked up): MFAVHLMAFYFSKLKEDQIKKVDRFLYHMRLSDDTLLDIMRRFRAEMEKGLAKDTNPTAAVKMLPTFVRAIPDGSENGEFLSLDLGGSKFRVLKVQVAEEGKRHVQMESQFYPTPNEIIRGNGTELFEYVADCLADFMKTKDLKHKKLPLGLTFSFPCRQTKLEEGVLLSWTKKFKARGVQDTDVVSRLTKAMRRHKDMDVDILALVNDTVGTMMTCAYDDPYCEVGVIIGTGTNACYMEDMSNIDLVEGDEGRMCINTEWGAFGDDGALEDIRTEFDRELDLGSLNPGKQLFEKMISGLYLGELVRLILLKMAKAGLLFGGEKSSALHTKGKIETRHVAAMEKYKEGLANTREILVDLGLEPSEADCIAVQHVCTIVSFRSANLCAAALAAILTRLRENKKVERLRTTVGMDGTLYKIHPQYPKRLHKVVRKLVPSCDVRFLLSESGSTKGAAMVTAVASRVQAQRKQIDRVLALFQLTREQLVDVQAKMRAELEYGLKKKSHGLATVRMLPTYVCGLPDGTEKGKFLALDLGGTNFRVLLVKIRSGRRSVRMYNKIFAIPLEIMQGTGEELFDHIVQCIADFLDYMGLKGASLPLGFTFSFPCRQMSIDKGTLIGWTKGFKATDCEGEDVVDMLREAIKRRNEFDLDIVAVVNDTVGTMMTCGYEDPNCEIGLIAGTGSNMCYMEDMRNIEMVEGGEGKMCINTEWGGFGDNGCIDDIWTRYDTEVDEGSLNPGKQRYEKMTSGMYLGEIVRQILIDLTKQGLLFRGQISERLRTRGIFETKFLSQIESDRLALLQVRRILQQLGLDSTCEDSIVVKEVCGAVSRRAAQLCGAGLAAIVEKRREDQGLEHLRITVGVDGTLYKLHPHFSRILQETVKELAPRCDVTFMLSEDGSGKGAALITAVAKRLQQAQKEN
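System: Recombinant HKDC1 hexokinase | Amount: HKDC1 at 5 µg/mL | Reagent: Glucose with 1 mM ATP | Doses: Single 20 µM dose | Incubation: Reaction time 90 min, room temperature, protected from light | Signal: Coupled resazurin fluorescence, excitation 525 nm, emission 613 nm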
697 NFkB inh: inhibitors of PMA/ionomycin-induced NF-kB reporter, 697 cells, primary screen, B-cell NF-kB inhibitor project, cell-based, luminescence, uHTS; 697 B-cell NF-kB luciferase reporter, 16 h; inhibition, % at 4 µM; actives 0.33% (n = 330,000); in the data active = inhibition above about 35%
Apaf-1 inh: inhibitors of human Apaf-1 apoptosome, primary screen, biochemical, DEVD-Rh110 fluorescence, uHTS; Apoptotic protease-activating factor 1 (Homo sapiens), O14727; inhibition, % at 20 µM; reconstituted apoptosome caspase-3 activity; actives 0.71% (n = 330,000); active = inhibition of at least 40% at 20 µM;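 also: plate controls were DMSO wells for no effect and DEVD-CHO caspase inhibitor wells for full effect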
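detection = Rh110 fluorescence intensity | test system = biochemical Apaf-1 apoptosome reconstitution | also added = cytochrome c and DEVD-Rh110 substrate | schedule = 30 min plus 50 min, RT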
Jurkat NFkB inh: inhibitors of induced NF-kB luciferase reporter, primary screen, TCR NF-kB activation inhibitor project, cell-based, luminescence, uHTS. Jurkat, PMA/ionomycin-induced NF-kB luciferase reporter. inhibition, % at 4 µM. actives 0.53% (n = 330,000)
Gli-Sufu antag: Gli-Sufu pathway antagonists, primary screen, luciferase luminescence, Sufu-KO-LIGHT cells, uHTS | inhibition, % at 5 µM | Sufu-KO-LIGHT fibroblasts, Gli luciferase reporter luminescence | actives 0.74% (n = 340,000) | AID 588413, 2011;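 active = inhibition above about 55%, limit read from the data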;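 also: 0% = DMSO-treated cells and 100% = wells with medium but no cells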
UBC13 polyUb: UBC13 polyubiquitin chain formation inhibitors, primary screen, biochemical, TR-FRET, uHTS | inhibition, % at 20 µM | actives 0.47% (n = 330,000) | AID 485273, 2010; in the data active = inhibition above about 45%, passing the limit was not always enough
Target sequence (P61088 whole entry, looked up): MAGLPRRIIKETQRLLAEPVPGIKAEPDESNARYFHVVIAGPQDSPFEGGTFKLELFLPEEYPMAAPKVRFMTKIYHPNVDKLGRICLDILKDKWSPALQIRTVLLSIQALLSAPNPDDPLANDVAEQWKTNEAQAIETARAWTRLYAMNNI
Starred values were filed as active, the others as inactive. Rule as the data show it, unless noted: active = inhibition above about 50%; inactive = the rest. Rows were taken by chance, and some 3.6% of all compounds hit somewhere here.

`COc1ccc(-c2[nH]ncc2CN2CCCN(c3ccccc3)CC2)c(F)c1` gave SENP8 block 11, SENP7 block 2, HKDC1 inhibitor -4, 697 NFkB inh 8, Apaf-1 inh -5, Jurkat NFkB inh -4, Gli-Sufu antag -3 and UBC13 polyUb 0.
For Cc1cc(C)c(NC(=S)N(CCN(C)C)Cc2cccs2)c(C)c1 the results were SENP8 block -4, SENP7 block 7, HKDC1 inhibitor 2, 697 NFkB inh -8, Apaf-1 inh -9, Jurkat NFkB inh 1, Gli-Sufu antag 37 and UBC13 polyUb 10.
CNC(=O)c1[nH]cnc1C(=O)Nc1ccc(OC)cc1 was read as SENP8 block 0, SENP7 block -7, HKDC1 inhibitor 1, 697 NFkB inh 8, Apaf-1 inh -7, Jurkat NFkB inh -1, Gli-Sufu antag -4 and UBC13 polyUb 1.
For O=C(/C=C/c1ccc(Cl)c([N+](=O)[O-])c1)Nc1ccc(N2CCCC2)cc1 the results were SENP8 block 1, SENP7 block 13, HKDC1 inhibitor 10, 697 NFkB inh -2, Apaf-1 inh 8, Jurkat NFkB inh -10, Gli-Sufu antag -9 and UBC13 polyUb -2.
`COc1ccccc1NC(=O)c1nn(-c2cccc(C(F)(F)F)c2)ccc1=O` gave SENP8 block 4, SENP7 block 5, HKDC1 inhibitor -3, 697 NFkB inh 15, Apaf-1 inh 6, Jurkat NFkB inh -10, Gli-Sufu antag 5 and UBC13 polyUb -2.
Screening O=C(CSc1nc2ncccc2[nH]1)Nc1c(F)cc(F)cc1Br returned SENP8 block 4, SENP7 block -3, HKDC1 inhibitor -3, 697 NFkB inh 16, Apaf-1 inh -2, Jurkat NFkB inh 0, Gli-Sufu antag 3 and UBC13 polyUb 3.
`O=C1C2CC=CCC2C(=O)N1Cc1ccccc1Cl` (configuration not stated) gave SENP8 block -15, SENP7 block -6, HKDC1 inhibitor 11, 697 NFkB inh -6, Apaf-1 inh -2, Jurkat NFkB inh -13, Gli-Sufu antag 2 and UBC13 polyUb -5.
For O=C(COc1ccc(Cl)cc1)Nc1nnc(S(=O)(=O)N2CCCCCC2)s1 the results were SENP8 block -5, SENP7 block 3, HKDC1 inhibitor -4, 697 NFkB inh -2, Apaf-1 inh 13, Jurkat NFkB inh -1, Gli-Sufu antag -3 and UBC13 polyUb -25.
`C[N+](C)(C)CCCC(=O)c1ccc2c(c1)OCO2` gave SENP8 block 2, SENP7 block -6, HKDC1 inhibitor -3, 697 NFkB inh -1, Apaf-1 inh -14, Jurkat NFkB inh 8, Gli-Sufu antag -5 and UBC13 polyUb 3.
Screening CCc1ccc(CCC(=O)Nc2ccc(Cl)cc2)o1 returned SENP8 block -10, SENP7 block -3, HKDC1 inhibitor 1, 697 NFkB inh -9, Apaf-1 inh 5, Jurkat NFkB inh 5, Gli-Sufu antag -14 and UBC13 polyUb -4.
Cc1cc(=O)oc2cc(OCC(=O)Nc3c(Cl)cccc3C(F)(F)F)ccc12 was read as SENP8 block 0, SENP7 block -2, HKDC1 inhibitor -10, 697 NFkB inh -8, Apaf-1 inh -15, Jurkat NFkB inh 15, Gli-Sufu antag 3 and UBC13 polyUb -9.
`Cc1ccc(N2CC(C(=O)Nc3ccc(S(=O)(=O)Nc4nccs4)cc3)CC2=O)cc1C` (configuration not stated) gave SENP8 block 5, SENP7 block 2, HKDC1 inhibitor -5, 697 NFkB inh 16, Apaf-1 inh 2, Jurkat NFkB inh 18, Gli-Sufu antag 11 and UBC13 polyUb -8.
`C#CCCc1ccccc1/C=[N+](/C)[O-]` gave SENP8 block -4, SENP7 block 9, HKDC1 inhibitor 20, 697 NFkB inh 4, Apaf-1 inh 28, Jurkat NFkB inh -20, Gli-Sufu antag -1 and UBC13 polyUb -7.
`CC(=O)c1c(C)[nH]c(C(=O)COC(=O)c2nccnc2N)c1C` gave SENP8 block -15, SENP7 block -8, HKDC1 inhibitor -3, 697 NFkB inh 4, Apaf-1 inh 12, Jurkat NFkB inh -3, Gli-Sufu antag -6 and UBC13 polyUb 5.
CCc1ccc(C(=O)O)cc1 was read as SENP8 block 0, SENP7 block -5, HKDC1 inhibitor -4, 697 NFkB inh 12, Apaf-1 inh -7, Jurkat NFkB inh 9, Gli-Sufu antag -5 and UBC13 polyUb 3.
`CCCCNc1c(-c2ccc(SC(C)CC)cc2)nc2ccccn12` (configuration not stated) gave SENP8 block 74*, SENP7 block 83*, HKDC1 inhibitor 2, 697 NFkB inh -102, Apaf-1 inh 32, Jurkat NFkB inh -133, Gli-Sufu antag -20 and UBC13 polyUb 36.
`CCN(CC(=O)Nc1ccc(NC(C)=O)cc1)C(=O)/C=C/c1ccc([N+](=O)[O-])cc1` gave SENP8 block 3, SENP7 block 3, HKDC1 inhibitor 1, 697 NFkB inh 33, Apaf-1 inh 0, Jurkat NFkB inh 3, Gli-Sufu antag -3 and UBC13 polyUb -2.
COc1ccc(NC(=O)C2C3C=CC(O3)C2C(=O)O)cc1 (configuration not stated) was read as SENP8 block -4, SENP7 block 0, HKDC1 inhibitor -3, 697 NFkB inh -9, Apaf-1 inh -7, Jurkat NFkB inh 6, Gli-Sufu antag 5 and UBC13 polyUb 1.
CCOc1cccc(C(=O)Nc2cccc(C(C)=O)c2)c1 was read as SENP8 block -14, SENP7 block -7, HKDC1 inhibitor -6, 697 NFkB inh -11, Apaf-1 inh 3, Jurkat NFkB inh -27, Gli-Sufu antag -35 and UBC13 polyUb -17.
For O=C(C1=C[C@@H](c2ccc(Br)cc2)C[C@@H](OCc2ccc(CO)cc2)O1)N1CCOCC1 the results were SENP8 block 1, SENP7 block -9, HKDC1 inhibitor -4, 697 NFkB inh 16, Apaf-1 inh 7, Jurkat NFkB inh -3, Gli-Sufu antag -8 and UBC13 polyUb 24.
Screening Cc1cccc(CCNC(=O)c2cc(=O)[nH]c3ccc(Br)cc23)c1 returned SENP8 block 2, SENP7 block -1, 697 NFkB inh 7, Apaf-1 inh -15, Jurkat NFkB inh 9 and UBC13 polyUb 2.
Screening COCCCNC(=O)CCn1c(=O)c2ccccc2n(CC(=O)Nc2ccccc2C)c1=O returned SENP8 block -2, SENP7 block -1, HKDC1 inhibitor -1, 697 NFkB inh 0, Apaf-1 inh -1, Jurkat NFkB inh -2, Gli-Sufu antag 2 and UBC13 polyUb -6.
`O=C1c2cccnc2C(=O)N1CO` gave SENP8 block 0, SENP7 block -5, HKDC1 inhibitor -1, 697 NFkB inh 14, Apaf-1 inh -14, Jurkat NFkB inh 12, Gli-Sufu antag 4 and UBC13 polyUb 8.
For O=C(COC(=O)Cc1c[nH]c2ccccc12)NC1CCS(=O)(=O)C1 (configuration not stated) the results were SENP8 block 4, SENP7 block 5, HKDC1 inhibitor -3, 697 NFkB inh 19, Apaf-1 inh 2, Jurkat NFkB inh 22, Gli-Sufu antag 2 and UBC13 polyUb -2.
`CCOC(=O)N1CCN(C(=O)c2cc(-c3ccc(F)cc3)[nH]c2C)CC1` gave SENP8 block 1, SENP7 block -8, HKDC1 inhibitor 2, 697 NFkB inh 23, Apaf-1 inh -1, Jurkat NFkB inh 0, Gli-Sufu antag -1 and UBC13 polyUb 6.
`Cc1cc(C)n(-c2nc3c(c(=O)n(C)c(=O)n3C)n2C)n1` gave SENP8 block -4, SENP7 block -6, HKDC1 inhibitor -7, 697 NFkB inh 8, Apaf-1 inh 0, Jurkat NFkB inh 2, Gli-Sufu antag 3 and UBC13 polyUb -7.
`CCN(C(=O)COC(=O)c1cn(-c2ccccc2)nc1-c1ccccc1)C1CCS(=O)(=O)C1` (configuration not stated) gave SENP8 block -1, SENP7 block 6, HKDC1 inhibitor -3, 697 NFkB inh 9, Apaf-1 inh 3, Jurkat NFkB inh 2, Gli-Sufu antag -5 and UBC13 polyUb -3.
`CC(Sc1nc(-c2ccccc2)cc(C(F)(F)F)n1)C(=O)N1CCCC1` (configuration not stated) gave SENP8 block 7, SENP7 block 4, HKDC1 inhibitor -5, 697 NFkB inh 2, Apaf-1 inh 14, Jurkat NFkB inh -7, Gli-Sufu antag 6 and UBC13 polyUb 4.
O=Cc1cn(CCOc2ccccc2F)c2ccccc12 was read as SENP8 block -14, SENP7 block 5, HKDC1 inhibitor 1, 697 NFkB inh -23, Apaf-1 inh 3, Jurkat NFkB inh -14, Gli-Sufu antag -9 and UBC13 polyUb 4.
For Cc1nnc2sc(SCC(=O)N3CCCCC3)nn2c1=O the results were SENP8 block 9, SENP7 block 6, HKDC1 inhibitor -3, 697 NFkB inh 17, Apaf-1 inh -8, Jurkat NFkB inh -5, Gli-Sufu antag 5 and UBC13 polyUb -3.
O=C(C1COc2ccccc2O1)N1CCc2ccccc2C1 (configuration not stated) was read as SENP8 block -1, SENP7 block 1, HKDC1 inhibitor -4, 697 NFkB inh -29, Apaf-1 inh 19, Jurkat NFkB inh -40, Gli-Sufu antag -15 and UBC13 polyUb 1.
For O=C(Nc1ccc(S(=O)(=O)N2CCCCC2)cc1)C1CCN(C(=O)c2ccc(F)cc2)CC1 the results were SENP8 block -12, SENP7 block -14, HKDC1 inhibitor -4, 697 NFkB inh -41, Apaf-1 inh 12, Jurkat NFkB inh -14, Gli-Sufu antag 13 and UBC13 polyUb -12.
`O=C(Cn1cnc2scc(-c3ccc(Cl)cc3)c2c1=O)N1CCOCC1` gave SENP8 block -9, SENP7 block -2, HKDC1 inhibitor -4, 697 NFkB inh 3, Apaf-1 inh 3, Jurkat NFkB inh 1, Gli-Sufu antag 2 and UBC13 polyUb -6.

Structures shown so far that contain a Cl atom (six):
For O=C(/C=C/c1ccc(Cl)c([N+](=O)[O-])c1)Nc1ccc(N2CCCC2)cc1 the results were SENP8 block 1, SENP7 block 13, HKDC1 inhibitor 10, 697 NFkB inh -2, Apaf-1 inh 8, Jurkat NFkB inh -10, Gli-Sufu antag -9 and UBC13 polyUb -2.
`O=C1C2CC=CCC2C(=O)N1Cc1ccccc1Cl` (configuration not stated) gave SENP8 block -15, SENP7 block -6, HKDC1 inhibitor 11, 697 NFkB inh -6, Apaf-1 inh -2, Jurkat NFkB inh -13, Gli-Sufu antag 2 and UBC13 polyUb -5.
For O=C(COc1ccc(Cl)cc1)Nc1nnc(S(=O)(=O)N2CCCCCC2)s1 the results were SENP8 block -5, SENP7 block 3, HKDC1 inhibitor -4, 697 NFkB inh -2, Apaf-1 inh 13, Jurkat NFkB inh -1, Gli-Sufu antag -3 and UBC13 polyUb -25.
Screening CCc1ccc(CCC(=O)Nc2ccc(Cl)cc2)o1 returned SENP8 block -10, SENP7 block -3, HKDC1 inhibitor 1, 697 NFkB inh -9, Apaf-1 inh 5, Jurkat NFkB inh 5, Gli-Sufu antag -14 and UBC13 polyUb -4.
Cc1cc(=O)oc2cc(OCC(=O)Nc3c(Cl)cccc3C(F)(F)F)ccc12 was read as SENP8 block 0, SENP7 block -2, HKDC1 inhibitor -10, 697 NFkB inh -8, Apaf-1 inh -15, Jurkat NFkB inh 15, Gli-Sufu antag 3 and UBC13 polyUb -9.
`O=C(Cn1cnc2scc(-c3ccc(Cl)cc3)c2c1=O)N1CCOCC1` gave SENP8 block -9, SENP7 block -2, HKDC1 inhibitor -4, 697 NFkB inh 3, Apaf-1 inh 3, Jurkat NFkB inh 1, Gli-Sufu antag 2 and UBC13 polyUb -6.
